# mlh1 rad18 = NCI yeast anticancer drug screen, S. cerevisiae mlh1 rad18 strain; growth inhibition, % at 50 µM; 79,000 compounds, 11% hits; AID 175;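 note: 0% = growth of vehicle-only cultures of the same strain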
#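 Genetically defined yeast (DNA repair-deficient) exposed to compounds; growth inhibition determined relative to vehicle.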
# yeast sgs1 mgt1 = NCI yeast anticancer drug screen, S. cerevisiae sgs1 mgt1 strain. growth inhibition, % at 50 µM. 78,000 compounds, 10% hits. AID 161;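 note: 0% = growth of vehicle-only cultures of the same strain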
#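 Growth of a repair-deficient yeast mutant was monitored after compound treatment and expressed as inhibition relative to vehicle-treated cultures.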
# yeast rad50 = NCI yeast anticancer drug screen, S. cerevisiae rad50 strain | 79,000 compounds, 10% hits | AID 155 | % growth inhibition at 50 µM;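 note: 0% = growth of vehicle-only cultures of the same strain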
#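 Compounds were tested on a yeast strain with an engineered DNA damage repair alteration; the reported value is growth inhibition normalised to vehicle treatment.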
# yeast mec2-1 = NCI yeast anticancer drug screen, S. cerevisiae mec2-1 strain; growth inhibition, % at 50 µM; 79,000 compounds, 9% hits;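 note: 0% = growth of vehicle-only cultures of the same strain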
#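 mec2-1 yeast strain, carrying an alteration in DNA damage repair or cell cycle control, was exposed to compounds; growth inhibition was measured relative to vehicle-treated controls.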
# yeast bub3 = NCI yeast anticancer drug screen, S. cerevisiae bub3 mutant strain; growth inhibition, % at 50 µM; 78,000 compounds, 9.9% hits; AID 167;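 note: 0% = growth of vehicle-only cultures of the same strain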
#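 In this screen, a yeast mutant lacking normal mitotic checkpoint function is challenged with compound. Relative growth versus vehicle gives the inhibition value.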
# yeast cln2 rad14 = NCI yeast anticancer drug screen, S. cerevisiae cln2 rad14 strain. % growth inhibition at 50 µM. 78,000 compounds, 8.3% hits;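 note: 0% = growth of vehicle-only cultures of the same strain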
#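 Test compounds were added to cln2 rad14 yeast cultures; inhibition of growth was then determined by comparison with vehicle treatment.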
# * hit, by the source's call; & = joins results of further samples. Cut-off read from the data, not from the text of the source: active = growth inhibition above about 70%; inactive = the rest.
SMILES,mlh1 rad18,yeast sgs1 mgt1,yeast rad50,yeast mec2-1,yeast bub3,yeast cln2 rad14
CCOC(=O)C(Cc1cc2c(n1C)CCCC2)(NC(C)=O)C(=O)OCC,-3,-11,-9,-14,-2,-2
COc1ccc(CN2CCCN(Cc3ccc(OC)cc3OC)C2c2cc(Cl)ccc2O)c(OC)c1,42,33,41,51,5,16
COC1=CC(=C2C=C(OC)C(=O)C(OC)=C2)C=C(OC)C1=O,-8,10,-10,11,-4,40
COC(=O)C1c2ccccc2CC(=O)N1NC(C)=O (stereo not drawn),10,-19,16,2,5,10
O=C(NC12CC3CC(CC(F)(C3)C1)C2)c1ccccc1,-4,-31,-15,-29,-3,-7
CCOC(=O)CCC(NC(=O)OCc1ccccc1)C(=O)NNC(=O)OC(C)(C)C (stereo not drawn),21,37,30,22,5,16
COc1ccc(OC)c(NC(=O)C(=O)C(C(=O)c2ccccc2F)C2OC(=O)c3ccccc32)c1 (stereo not drawn),-41,-28,-16,-20,-60,-16
O=C1c2cc(Cl)ccc2OCC1Cl (stereo not drawn),7,15,37,22,19,-26
COC(=O)NCCCCl,3,4,5,-11,0,-14
CC(C)[C@@H]1CC[C@@H](C)C[C@H]1OC(=O)/C=C1\C(C(=O)O[C@@H]2C[C@H](C)CC[C@H]2C(C)C)[C@H]2C=C[C@@H]1O2 (stereo partly drawn),6,-9,-6,-14,-27,-25
COc1ccc(NS(=O)c2ccccc2)cc1 (stereo not drawn),8,3,10,1,-2,7
Brc1ccc(-c2ccccc2)cc1,21,17,29,18,9,15
CCC(C)(C)c1ccc(C(=O)OC)o1,-14,-6,4,16,-7,-13
COc1ccc(CCNC(=O)C2CCN(CCc3ccc(OC)c(OC)c3)CC2)cc1OC,11,13,33,4,-1,17
Cc1ccc(S(=O)(=O)N/N=C(/c2ccccc2)c2ccsc2C)cc1,53,37,7,37,41,24
Nc1nc2ncnc(N)c2nc1-c1ccc(N(CCO)CCO)cc1,-10,8,5,4,17,48
O=Cc1ccc(C(=O)O)cc1,-10,0,-1,-15,-13,-13
Cn1[nH]c(=O)c2ncccc2c1=O,5,-14,-5,-10,-10,-88
CC1=NC(=O)CNN1C1=NNC2(C(=O)N1)c1ccccc1-c1ccccc12,-25,-15,-11,-7,-7,1
O=C1Cc2c(-c3ccccc3)cc(-c3cccc(Cl)c3)nc2-c2ccccc2N1,34,23,46,11,27,26
Oc1ccc(C23CC4CC(CC(C4)C2)C3)cc1,2,3,38,-2,-26,33
NC(=O)C1CCCN1C(=O)C1CCCN(Cc2ccc(CN3CCCC(C(=O)N4CCCC4C(N)=O)C3)cc2)C1 (stereo not drawn),78*,74*,92*,74*,79*,75*
COc1cc2c(c(OC)c1OC)-c1ccc(OC)c(=O)cc1[C@@H](NC=O)CC2,-30,-23,-11,-14,-8,4
CCn1c(=O)n(C)c2c(=O)n(C)c(=O)n(C)c21,2,-13,22,-4,1,1
CCCCCCC1OCC(C)([N+](=O)[O-])CO1 (stereo not drawn),6,-1,14,-9,-13,-29
CC(=O)Nc1cnc2ccccc2c1,-16,7,10,0,5,-3
C[C@]12CC[C@@H]3c4cc(C=O)c(OCc5ccccc5)cc4CC[C@H]3[C@@H]1CCC2OCc1ccccc1 (stereo partly drawn),-1,0,12,-8,-3,3
CC(=O)Cc1cc(-c2cc(CC(C)=O)[nH]n2)n[nH]1,-5,-24,-45,-22,-5,-26
CN1c2ccc(C=O)cc2Sc2cc(C=O)ccc21,-12,-10,-9,-14,4,12
CC1(C)CN(CCO)C(C)(C)CN1,2,15,31,16,-20,16
Cc1nc2[nH]ncn2c(=O)c1CCCl,9,-12,21,-32,8,-8
CC(=O)OCC1OC(n2c3c(cc(C#N)c2=S)CCCC3)C(OC(C)=O)C(OC(C)=O)C1OC(C)=O (stereo not drawn),-32&50,11&38,0&47,-1&28,3&10,5&4
CC1CC(C)(C)OC(c2ccc(Cl)cc2)O1 (stereo not drawn),-9,-10,9,-6,-12,-52
COc1ccc(OCC(=O)O)c(C(=O)CCC(=O)O)c1,20,-16,8,7,-1,25
CCOC(=O)c1ccc(-c2ccc(C(=O)OCC)cc2[N+](=O)[O-])c([N+](=O)[O-])c1,15,12,15,13,10,17
O=C(O)/C=C/c1cccc(Cl)c1,24&25,-12&3,-11&14,-20&10,-28&-7,14&-16
CCCOC(=O)C(=O)OCCC,-9,-24,2,22,-11,-6
CC(C)(NC(=O)OCc1ccccc1)C(=O)OC(=O)C(C)(C)NC(=O)OCc1ccccc1,-19,6,-16,21,2,14
CCCc1sc(NC(C)=O)nc1-c1ccccc1,10,15,1,6,-10,29
S=C(S)NCCN1CCNC1=S,77*,80*,60,61,64,-5

# Single values from the list:
# Reading for COc1ccc(OCC(=O)O)c(C(=O)CCC(=O)O)c1 under yeast mec2-1: 7
# Reading for CC(=O)Cc1cc(-c2cc(CC(C)=O)[nH]n2)n[nH]1 under yeast sgs1 mgt1: -24
# Reading for CC(C)(NC(=O)OCc1ccccc1)C(=O)OC(=O)C(C)(C)NC(=O)OCc1ccccc1 under yeast mec2-1: 21
# Reading for CC(=O)OCC1OC(n2c3c(cc(C#N)c2=S)CCCC3)C(OC(C)=O)C(OC(C)=O)C1OC(C)=O (stereo not drawn) under yeast bub3: 3&10
# Reading for CCCc1sc(NC(C)=O)nc1-c1ccccc1 under yeast mec2-1: 6
# Reading for CCOC(=O)c1ccc(-c2ccc(C(=O)OCC)cc2[N+](=O)[O-])c([N+](=O)[O-])c1 under yeast rad50: 15

# (cont.)
SMILES,mlh1 rad18,yeast sgs1 mgt1,yeast rad50,yeast mec2-1,yeast bub3,yeast cln2 rad14
CCCCN(CCCC)CC(C)O (stereo not drawn),-19,-22,-22,-36,-13,17
CCOC(=O)COc1ccc(Cl)cc1C(C)CC (stereo not drawn),-3,9,5,4,-21,-21
CCCC(=S)N1CCOCC1,27,-4,-24,-4,12,33
COc1cc2c(cc1O)CCCC=C2,-7,-15,-11,-33,-9,-14
COC(=O)CN(CC(=O)OC)C(C)=O,1,0,-9,-4,14,3
S=C1SCN(c2ccc(Br)cc2)CN1c1ccc2[nH]c(=S)sc2c1,6,26,11,15,12,0
CCC1OC2(C)CC(C#N)(C#N)C1(C#N)C(=N)O2 (stereo not drawn),-11,-46,1,-4,-31,-8
O=C(O)CCc1ccc2c(c1)C(=O)CC2,-37,-23,-35,-28,-4,-16
COc1ccc(C(=[N+]=[N-])c2ccc(OC)cc2)cc1,5,7,-5,-7,-10,-48
C=C1C(=O)O[C@@H]2O[C@@]3(C)CC[C@H]4[C@H](C)CC[C@@H]1[C@@]24O3,40,52,27,27,12,22
CC(C)(C)/C(CC(=O)CCC(=O)Nc1ccc(Cl)cc1)=N\NC(N)=S,21,19,12,-7,2,10
COC(=O)CCC(NC(=S)N/N=C/c1cccs1)C(=O)OC (stereo not drawn),-9,13,12,-19,-1,19
CC1(C)C(OC=O)C(C)(C)C1OC=O (stereo not drawn),20,8,6,10,1,-13
c1ccc2c(c1)C1CCCCCC21N1CCOCC1 (stereo not drawn),8,-14,18,1,-30,-5
O=C1CC(c2ccccc2)NN1c1ccccc1 (stereo not drawn),4,8,-6,6,-15,-98
Cc1c2ccncc2cc2c3ccccc3n(C)c12,99*,99*,99*,99*,99*,98*
Oc1c(Cl)cc(Cl)cc1C1CCCCC1,36,21,29,17,-11,-10
COc1cccc(NC(C)=O)c1,5,-6,-21,-11,6,-32
COc1ccc(N2C(N)=C(C#N)C(C#N)(C#N)C2c2cccc([N+](=O)[O-])c2)cc1 (stereo not drawn),80*,-2,9,-5,-32,0
CCCCc1c2c(nc3c1CCc1cc4cc5c(nc4nc1-3)-c1nc3c(c(CCCC)c1CC5)CCC/C3=N/OC)/C(=N\OC)CCC2,96*,96*,94*,96*,96*,95*
CC(C)=NNc1snnc1C(N)=O,28,13,13,27,-13,-2
CC(=O)CC(OC(C)=O)C1=CCC2C(CC1C)OC(=O)C2C (stereo not drawn),-57,-23,46,10,-36,-1
O=CC1(F)CC1(c1ccccc1)c1ccccc1 (stereo not drawn),14,56,28,21,6,24
CCOc1ccc(NC(=O)C2=C(C)NC(C)=C(C(=O)Nc3ccc(OCC)cc3)C2c2cccc([N+](=O)[O-])c2)cc1,60,27,26,35,41,55
COCCOC(=O)COc1ccccc1,-1,16,22,23,-8,4
CCOC(=O)C(C#N)C1CCCC(C)CC1 (stereo not drawn),8,4,13,6,34,3
Cc1nc(N(C)C)oc(=O)c1Cc1ccccc1,6,17,-1,19,21,-9
O=[N+]([O-])c1ccc(COP(=O)(OCc2ccc([N+](=O)[O-])cc2)OCc2ccc([N+](=O)[O-])cc2)cc1,5,3,-8,-2,25,-46
Nc1cc[n+](CC(=O)c2ccc(Br)cc2)cc1,8,-3,-22,-4,19,-41
NC(=O)N1N=C2c3ccccc3CC[C@@H]2C1c1ccccc1 (stereo partly drawn),-7,4,31,-12,14,22
O=[N+]([O-])c1cc2ccccc2nc1-c1ccccc1,6,-1,16,4,7,7
COc1cc2c(c(OC)c1C)C(=O)c1c(cc(OC)c(OC)c1O)C2=O,46,56,62,51,58,31
CC1CSC(C)C(=O)N1 (stereo not drawn),2,-6,-11,-4,16,8
CCCCCCCOC(=O)NC1c2ccccc2Oc2c(C)cccc21 (stereo not drawn),18,7,6,10,2,-34
CCN(CC)C(=O)c1c(-c2ccccc2)nc(-c2ccccc2)c(C(=O)N(CC)CC)c1Cl,28,22,42,15,1,22
Nc1nc(N)c(N=Nc2cccc([N+](=O)[O-])c2)c(=O)[nH]1,-3,-23,2,-6,-6,3
CC1CC[C@@]23CCC4(C)[C@@](C=CC5[C@@]6(C)CCC(=O)C(C)(C)C6CC[C@]54C)(OC2=O)[C@@H]3[C@H]1C (stereo partly drawn),-8,-15,-15,-18,-14,-15
COc1cc(S(N)(=O)=O)c(OC)cc1N,-10,-11,21,-28,-6,9
O=C(CCCn1ccnc1[N+](=O)[O-])NCCn1cncc1[N+](=O)[O-],-10,6,1,-8,0,8
O=C(Nc1ccc(Cl)cc1)c1cc2c(cc1Cl)Sc1nccn1S2(=O)=O,17,-2,-5,-12,2,-25

# Six entries drawn at random from the list so far, as already listed:
SMILES,mlh1 rad18,yeast sgs1 mgt1,yeast rad50,yeast mec2-1,yeast bub3,yeast cln2 rad14
COc1cc2c(c(OC)c1C)C(=O)c1c(cc(OC)c(OC)c1O)C2=O,46,56,62,51,58,31
O=CC1(F)CC1(c1ccccc1)c1ccccc1 (stereo not drawn),14,56,28,21,6,24
Nc1nc(N)c(N=Nc2cccc([N+](=O)[O-])c2)c(=O)[nH]1,-3,-23,2,-6,-6,3
NC(=O)N1N=C2c3ccccc3CC[C@@H]2C1c1ccccc1 (stereo partly drawn),-7,4,31,-12,14,22
COc1cc(S(N)(=O)=O)c(OC)cc1N,-10,-11,21,-28,-6,9
O=[N+]([O-])c1cc2ccccc2nc1-c1ccccc1,6,-1,16,4,7,7

# The listing continues.
SMILES,mlh1 rad18,yeast sgs1 mgt1,yeast rad50,yeast mec2-1,yeast bub3,yeast cln2 rad14
ClC(Cl)CN(Cc1ccccc1)c1ncc[nH]1,18,28,22,6,8,-59
O=C(O)c1cccnc1-c1ccccc1,-12,-10,-4,24,-13,-5
COc1ccccc1NC(=O)NCc1cccc2ccccc12,3,11,2,20,21,-4
C=C1CCCCCCCCCCC1S(=O)c1ccccc1 (stereo not drawn),32,4,14,14,-5,-7
COc1ccc(N/C=C/C2=[N+](C)c3ccccc3C2(C)C)c(OC)c1,-7&6,-21&-8,-24&2,-20&-17,-2&-6,-58&0
CC1CNC(=S)N(c2cccc3ccccc23)C1=O (stereo not drawn),4,-4,-5,-1,-9,-5
CS(=O)(=O)C(c1nc2nnc(NC(=O)Nc3ccc(Cl)cc3)n2[nH]c1=O)c1nc2nnc(NC(=O)Nc3ccc(Cl)cc3)n2[nH]c1=O,62,25,32,74*,71*,31
NS(=O)(=O)c1ccc(Nc2c3ccccc3nc3cc(Cl)ccc23)cc1,-13,7,26,-18,-8,3
CN(CCO)CC1COc2ccccc2O1 (stereo not drawn),10,0,6,-5,2,27
Cn1c2ccccc2c2n[nH]c(=S)nc21,4,-12,8,0,-10,-42
CC(=O)OCC1OC(Sc2ccc([N+](=O)[O-])cc2)C(OC(C)=O)C(OC(C)=O)C1OC(C)=O (stereo not drawn),18,-12,12,-12,-1,-1
NC1(C(=O)O)CC(O)(c2ccccc2)C(O)(c2ccccc2)C1 (stereo not drawn),-10,-10,-22,-6,4,6
O=C(O)c1ccc2c(c1)C(=O)c1ccccc1C2=O,97*,91*,96*,99*,99*,14
Cc1nc2ccccc2c2ccc([N+](=O)[O-])cc12,12,0,14,4,-5,-31
CCn1nc(C)c2c1C(=O)NC(C)C(=O)N2 (stereo not drawn),-22,-14,-23,-33,-23,16
O=C1CCN2C(=O)CCN12,2,19,1,-10,11,15
O=C(O)c1ccccc1C(=O)NC1C(O)OC(CO)C(O)C1O (stereo not drawn),5,-6,-10,-1,-14,-79

# Compound activity from PubChem.
